Screens (PubChem)
Mdm2 MdmX PPI – inhibitors of human Mdm2-MdmX association, primary screen, cell-based, luminescence, split luciferase, SaOS-2, uHTS; Protein Mdm4 (Homo sapiens) + E3 ubiquitin-protein ligase Mdm2 (Homo sapiens), …; SaOS-2 split-luciferase Mdm2/MdmX complementation; AID 485346, 2010; inhibition, % at 8 µM; 330,000 compounds, 3% hits;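 active means inhibition of at least 50% at 8 µM in the primary screen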
CHOP UPR activ – activators of apoptotic CHOP UPR arm, primary screen, cell-based, CHO-CHOP luciferase reporter, luminescence, uHTS | UPR activation; percent of tunicamycin response over DMSO baseline | activation, % at 10 µM | 330,000 compounds, 0.34% hits | AID 449763, 2010;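 active means at 10 µM dose, activation of 40% or more, normalized to positive control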;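 further: 100% = tunicamycin at 10 µg/mL and 0% = DMSO alone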
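Test system: CHO-CHOP cells, stable luciferase reporter of PERK-eIF2a-CHOP signalling | Quantity: 500 CHO-CHOP cells per well | Buffer or medium: F12 plus 10% serum | Compound dosing: 10 µM single point, 0.5% DMSO | Schedule: 6 h compound treatment, 37 °C | Signal: Luciferase luminescence | Control set: Tunicamycin high control, DMSO low control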
APJ agonist – agonists of human apelin receptor APJ, primary screen, CHO-K1 cells, PathHunter beta-arrestin, luminescence; activation, % at 20 µM; P35414; 0% DMSO wells, 100% apelin; AID 2520, 2010; 330,000 compounds, 0.11% hits;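 active means activation more than six SD over the plate average, tested at 20 µM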;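 further: 0% = DMSO alone and 100% = apelin-13 at 10 nM; some results filed as inactive read as strong as hits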
Target sequence (P35414 whole entry, looked up): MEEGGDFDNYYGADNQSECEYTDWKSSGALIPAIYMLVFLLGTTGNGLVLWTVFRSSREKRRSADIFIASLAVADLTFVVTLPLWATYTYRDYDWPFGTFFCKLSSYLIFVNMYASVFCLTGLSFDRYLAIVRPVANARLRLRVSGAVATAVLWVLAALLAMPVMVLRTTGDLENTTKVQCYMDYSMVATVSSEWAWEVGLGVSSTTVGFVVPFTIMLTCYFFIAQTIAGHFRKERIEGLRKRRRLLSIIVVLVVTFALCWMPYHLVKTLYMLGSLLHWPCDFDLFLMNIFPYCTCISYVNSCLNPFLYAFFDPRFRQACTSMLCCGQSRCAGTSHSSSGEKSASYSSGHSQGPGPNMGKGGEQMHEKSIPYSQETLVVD
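assay system = CHO-K1 APJ beta-arrestin complementation cell line | input = cell density 1000 per well | dosing = compound 20 µM once, DMSO 1% | timing = compound 90 min 25 °C, reagent 1 h | measured by = luminescence from split beta-galactosidase complementation, Galacton Star/Emerald II substrate | read-out basis = APJ agonist activity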
UPR XBP1 act – activators of adaptive XBP1 UPR arm, primary screen, cell-based, CHO-XBP1 luciferase reporter, luminescence, uHTS; activation, % at 20 µM; AID 463104, 2010; 330,000 compounds, 0.33% hits; IRE1-XBP1 UPR activation; percent of tunicamycin response, DMSO as zero;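 active means versus positive control, 20 µM dose yields 30% or more activation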;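 further: 100% = tunicamycin at 10 µg/mL and 0% = DMSO only wells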
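Material: IRE1-XBP1 luciferase reporter CHO line / Quantity: one thousand reporter cells per well / Buffer or medium: F12 with 10% serum / Compound: 20 µM single concentration, DMSO 1% / Times: 6 h treatment, 37 °C / Detection: Steady-Glo luciferase glow luminescence, 10 min after reagent addition / Benchmarks: tunicamycin high, DMSO low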
tim23-1 inh – growth inhibitors of tim23-1 mutant yeast, primary screen, luminescence, uHTS; S. cerevisiae tim23-1 growth, BacTiter-Glo luminescence, 24 h; inhibition, % at 20 µM; 330,000 compounds, 1.3% hits; AID 463212, 2010;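 active means growth inhibition of the mutant yeast at or above 50%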;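 further: temperature-sensitive mutant grown at 25 °C; plate controls were DMSO-treated mutant yeast for no effect and medium wells lacking yeast for full effect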
TIM10 inh – growth inhibitors of isogenic TIM10 control yeast, primary screen, counter-screen for tim10-1 yeast inhibitor project, luminescence, uHTS. S. cerevisiae TIM10 strain growth, BacTiter-Glo luminescence, 24 h. inhibition, % at 10 µM. 330,000 compounds, 1.4% hits;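 active means inhibition of 40% or more at the single tested concentration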;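 further: wild-type TIM10 isogenic control strain grown at permissive 25 °C; 0% = DMSO yeast wells and 100% = minimal medium wells without yeast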
CXCR6 inh – CXCR6 receptor inhibitors, primary screen, cell-based, beta-arrestin, luminescence, CHO-K1 PathHunter, 1536-well; C-X-C chemokine receptor type 6 (Homo sapiens), O00574; inhibition, % at 20 µM; 360,000 compounds, 0.36% hits; in the data active means inhibition above about 34%, passing the limit was not always enough;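 further: antagonist mode with CXCL16 agonist at 10 nM final; 0% = 10 nM CXCL16 with DMSO and 100% = unstimulated wells without agonist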
Target sequence (O00574 whole entry, looked up): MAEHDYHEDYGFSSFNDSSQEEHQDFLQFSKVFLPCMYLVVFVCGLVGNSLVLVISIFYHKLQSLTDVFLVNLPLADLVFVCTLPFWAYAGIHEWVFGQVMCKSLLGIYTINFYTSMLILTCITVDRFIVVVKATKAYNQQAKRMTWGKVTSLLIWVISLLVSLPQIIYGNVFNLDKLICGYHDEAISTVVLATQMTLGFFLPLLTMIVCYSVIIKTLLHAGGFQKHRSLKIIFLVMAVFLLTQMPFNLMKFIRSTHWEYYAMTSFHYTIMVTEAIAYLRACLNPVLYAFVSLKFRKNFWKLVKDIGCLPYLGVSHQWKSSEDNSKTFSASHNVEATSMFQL
APJ antag – antagonists of human apelin receptor APJ, primary screen, CHO-K1 cells, beta-arrestin complementation, luminescence; inhibition, % at 20 µM; 330,000 compounds, 0.32% hits; AID 2521, 2010;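 active means inhibition above about 40% at 20 µM, limit read from the data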;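 further: cells challenged with 10 nM apelin-13 agonist together with compound; plate controls were apelin-13 plus DMSO wells for no effect and DMSO wells lacking apelin-13 for full effect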
tim10-1 inh – growth inhibitors of tim10-1 mutant yeast, primary screen, luminescence, uHTS; AID 463190, 2010; inhibition, % at 20 µM; S. cerevisiae tim10-1 ts strain growth, BacTiter-Glo, 24 h; 330,000 compounds, 2.2% hits;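 active means inhibition of at least 40%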;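 further: mutant grown at 25 °C; 0% = DMSO wells with yeast and 100% = wells holding no yeast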
An asterisk follows results filed as active; · = no result given.

[1] Cc1ccc(C(=O)NCN2CCN(c3ccc(F)cc3)CC2)cc1
[2] COCc1nc2ccccc2n1Cc1c(F)cccc1Cl
[3] CC(=O)c1cc2c(cc1NC(=O)Cn1nc(C)c(C)c(C#N)c1=O)OCO2
[4] O=C(NCc1nc2ccccc2[nH]1)C1=C[C@@H](c2ccc3c(c2)OCO3)C[C@@H](OCc2ccc(CO)cc2)O1
[5] O=C(NCc1cccnc1)c1cc(C(=O)C2CC2)c[nH]1
[6] CCOc1cccc(=O)c2c(C)n(Cc3ccccc3)c(C)c12
[7] CC(C)OC(=O)C(C)(C)Oc1ccc(C(=O)c2ccc(Cl)cc2)cc1
[8] CCN(C(=O)CSc1nc2ccccc2c(=O)n1-c1cccc(C)c1)C1CCS(=O)(=O)C1 (configuration not stated)
[9] O=C(O)CC(c1ccccc1)n1cccc1 (configuration not stated)
[10] O=C(CSc1ccccn1)Nc1ccccc1F
Screen / compound no.,1,2,3,4,5,6,7,8,9,10
Mdm2 MdmX PPI,7,-16,17,7,11,-26,17,26,-12,-6
CHOP UPR activ,0.1,-1.9,0.3,7.3,-0.3,-0.4,2.0,2.7,-1.4,4.0
APJ agonist,-5,-3,-2,9,-2,-2,-5,0,2,-4
UPR XBP1 act,0,3,3,-3,1,2,-8,1,-1,2
tim23-1 inh,24,1,-3,28,9,8,19,10,-3,5
TIM10 inh,2,7,-5,3,11,22,15,-1,-26,-2
CXCR6 inh,5,-4,3,·,13,1,-3,3,-2,4
APJ antag,1,9,18,-10,9,0,6,-11,-6,9
tim10-1 inh,11,26,1,0,10,21,23,-1,9,8

[11] COc1ccc(S(=O)(=O)Cc2ccc(C(=O)N3CCc4ccccc4C3)o2)cc1
[12] Cc1cc2nnc(SCC(=O)NC3CCCCC3)n2c(N)n1
[13] Cc1c(C(=O)N2CCCC2)c(S(=O)(=O)N2CCCCC2)c(C)n1C
[14] COc1ccc(N(CC(=O)Nc2ccccc2C)S(=O)(=O)c2c(C)[nH]c(=O)[nH]c2=O)cc1
[15] CN(C)CCCNc1ncc(C(F)(F)F)cc1Cl
[16] N#Cc1nc(-c2ccc(Cl)cc2)oc1NCc1ccco1
[17] Nc1ccccc1SC/C=C/CSc1ccccc1N
[18] Cn1c(SCC(=O)N2CCOCC2)nnc1-c1ccc(NC(=O)c2ccccc2F)cc1
[19] CCOc1cc(/C=C2\SC(=Nc3ccccc3)N(c3ccccc3)C2=O)ccc1OCC(=O)O
[20] COc1ccc([C@H]2CC(=O)C=C(c3cccc4c3Oc3ccccc3S4)C2)cc1OC
Screen / compound no.,11,12,13,14,15,16,17,18,19,20
Mdm2 MdmX PPI,7,21,8,5,-12,-49,19,35,-13,28
CHOP UPR activ,-2.5,0.0,2.5,-2.4,-1.4,3.7,2.1,-1.1,2.2,5.9
APJ agonist,-2,2,1,0,-3,-1,-4,-2,-4,1
UPR XBP1 act,0,-1,-3,1,-3,0,4,-1,-3,0
tim23-1 inh,23,-5,-9,4,14,-13,-16,-9,10,11
TIM10 inh,15,0,4,-15,-3,-4,-46,-4,7,4
CXCR6 inh,1,-9,-2,-6,-1,2,-3,4,2,-8
APJ antag,0,7,23,6,3,14,2,6,9,-1
tim10-1 inh,14,-6,-3,-16,-7,29,-70,24,12,8

[21] COc1ccccc1CNC(=O)COC(=O)Cc1c(Cl)cccc1Cl
[22] CN(C)S(=O)(=O)c1ccc(C(=O)NC(=O)CSc2nnnn2C)cc1
[23] C/C(=N\NC(=O)c1cccc(Br)c1)c1cccnc1
[24] CCC(C)(C)n1nnnc1C(c1cc2ccc(OC)cc2[nH]c1=O)N1CCN(C2CCCCC2)CC1 (configuration not stated)
[25] CCCn1nnnc1SCC(=O)NCc1ccc2c(c1)OCO2
[26] COc1ccc(C2NS(=O)(=O)N=C2N)cc1 (configuration not stated)
[27] CN(C)C(=O)CCSc1nnc(-c2ccncc2)o1
[28] COC(=O)CN1C(=O)[C@H]2[C@@H](c3ccc(C)o3)N3C(=O)CN(CC4CC4)C(=O)[C@@]3(C)[C@H]2C1=O
[29] COc1cccc2cc(CC(=O)c3cc(C)ccc3C)c(=O)oc12
[30] Cc1cc(C)n(-c2ccc(Cl)c(C(=O)OCC(N)=O)n2)n1
Screen / compound no.,21,22,23,24,25,26,27,28,29,30
Mdm2 MdmX PPI,11,20,17,-26,25,3,-24,34,12,2
CHOP UPR activ,-0.3,-1.4,-0.9,0.6,1.0,1.4,0.3,-1.1,5.1,-1.5
APJ agonist,-3,-3,6,-4,2,-2,2,1,0,-2
UPR XBP1 act,0,0,0,-3,-1,-2,0,-1,6,-3
tim23-1 inh,19,-3,-4,-37,3,7,-4,-11,33,10
TIM10 inh,28,-6,0,3,-7,9,-8,-8,22,-12
CXCR6 inh,4,1,-15,3,1,-3,3,-6,-1,5
APJ antag,12,-2,-5,0,-5,-3,-6,-7,-1,-27
tim10-1 inh,19,-11,-6,4,8,4,-4,10,21,8

Random excerpt: 2 records from the list.
[1] Cc1ccc(C(=O)NCN2CCN(c3ccc(F)cc3)CC2)cc1
[7] CC(C)OC(=O)C(C)(C)Oc1ccc(C(=O)c2ccc(Cl)cc2)cc1
Screen / compound no.,1,7
Mdm2 MdmX PPI,7,17
CHOP UPR activ,0.1,2.0
APJ agonist,-5,-5
UPR XBP1 act,0,-8
tim23-1 inh,24,19
TIM10 inh,2,15
CXCR6 inh,5,-3
APJ antag,1,6
tim10-1 inh,11,23

An excerpt of these results, with bars between the fields.
cpd | SMILES | Mdm2 MdmX PPI | CHOP UPR activ | APJ agonist | UPR XBP1 act | tim23-1 inh | TIM10 inh | CXCR6 inh | APJ antag | tim10-1 inh
24 | CCC(C)(C)n1nnnc1C(c1cc2ccc(OC)cc2[nH]c1=O)N1CCN(C2CCCCC2)CC1 (configuration not stated) | -26 | 0.6 | -4 | -3 | -37 | 3 | 3 | 0 | 4
25 | CCCn1nnnc1SCC(=O)NCc1ccc2c(c1)OCO2 | 25 | 1.0 | 2 | -1 | 3 | -7 | 1 | -5 | 8

Continuation:
[31] Cc1ccc2c(c1)N(CC(=O)NCCCc1ccccc1)C(=O)c1cccnc1O2
[32] CCC1=NN2C(=N)/C(=C\c3ccc(SCc4ccco4)o3)C(=O)N=C2S1
[33] C=CCOC(=O)C1=C[C@@H](c2csc3ccccc23)C[C@@H](OCc2ccc(CO)cc2)O1
[34] COc1ccc(C2SCCN2C(=S)Nc2ccc(F)cc2)cc1 (configuration not stated)
[35] COc1cc(CNCCN2CCOCC2)ccc1OCc1ccc(Cl)cc1Cl
[36] Nc1ccc2oc(=O)c3ccccc3c2c1
[37] Cc1ccc(NC(=O)CSCC#N)cc1
[38] CCOc1ccc(NC(=O)CN(Cc2ccccc2)S(C)(=O)=O)cc1
[39] CC(C)N(C(=O)Cn1cc(SCC(=O)NCc2ccco2)c2ccccc21)C(C)C
[40] COc1ccc(OC)c(NC(=O)Cn2c(CCC(=O)O)ccc2-c2cccs2)c1
Screen / compound no.,31,32,33,34,35,36,37,38,39,40
Mdm2 MdmX PPI,-14,16,9,22,53*,-11,-28,-4,2,22
CHOP UPR activ,2.6,2.5,-0.2,-1.2,1.0,-5.8,0.6,0.6,-1.5,-0.1
APJ agonist,-1,0,-1,-2,-1,-3,-3,-6,2,-3
UPR XBP1 act,-2,0,-2,-2,10,8,2,-3,-2,-5
tim23-1 inh,8,23,1,-91,17,-9,10,11,24,14
TIM10 inh,-3,26,-6,-48,20,-38,-4,6,24,1
CXCR6 inh,2,10,7,-6,10,-1,-4,4,12,-14
APJ antag,-42,12,-11,-24,12,-24,2,10,2,-3
tim10-1 inh,2,36,22,-28,21,-27,6,13,17,11

[41] Cc1cccc(C)c1NC(=O)CC(NCCc1ccccc1)C(=O)O (configuration not stated)
[42] CCOC(=O)C1CCN(c2c(NCCC(C)C)c(=O)c2=O)CC1
[43] CCCCOC(=O)c1ccc(-c2ccc(/C=N/NC(=S)NCC)o2)cc1
[44] CC1CCN(S(=O)(=O)c2cc3c4c(c2)CCN4C(=O)CC3)CC1
[45] C=CCN(C(=O)c1ccccc1)C1CCS(=O)(=O)C1 (configuration not stated)
[46] CCOC(=O)C(C)Sc1ncnc2c1nnn2-c1ccc(F)cc1 (configuration not stated)
[47] Cc1ccc(NC(=O)/C=C\C(=O)O)c([N+](=O)[O-])c1
[48] CC(=O)Nc1ccc(NC(=O)C2CCN(C(=O)NC3CCCCC3)CC2)cc1
[49] CC(C)c1ccc(S(=O)(=O)c2ccc(NN)cc2)cc1
[50] Cc1nc(SCc2ccc(C#N)cc2)n[nH]1
Screen / compound no.,41,42,43,44,45,46,47,48,49,50
Mdm2 MdmX PPI,-19,5,-25,24,5,-12,1,-3,14,12
CHOP UPR activ,0.8,-0.2,-0.6,1.0,0.9,-1.5,3.7,1.5,-0.9,1.4
APJ agonist,-2,-7,-7,-5,0,-4,0,-2,-1,-2
UPR XBP1 act,0,1,-2,-2,2,-2,-1,0,-3,-2
tim23-1 inh,6,3,-7,10,-9,20,9,6,46,-4
TIM10 inh,9,-12,0,-5,5,17,-3,12,42*,-2
CXCR6 inh,0,-3,10,-9,-3,17,-11,10,-8,7
APJ antag,0,-8,15,1,5,11,8,28,3,1
tim10-1 inh,-8,-9,26,0,-1,11,-13,-8,44*,14

[51] Cn1c(=NC(=O)CSCC(=O)N2CCOCC2)sc2ccccc21
[52] CCCCn1c(SCC(=O)Nc2cc(C)[nH]n2)nc2ccsc2c1=O
[53] COc1ccc2cc(C(=O)C3CCCN(C(=O)c4cnn(C(C)C)c4)C3)ccc2c1 (configuration not stated)
[54] O=C(COc1ccc(/C=N/NC(=O)CSCc2ccc([N+](=O)[O-])cc2)cc1)NCc1ccco1
[55] CCc1cc(=O)[nH]c(SCC(=O)Nc2cc(C)on2)n1
[56] Oc1ccccc1/C=N/Nc1ccccc1
[57] O=C(COC(=O)Cc1ccc(F)cc1)NCc1ccco1
Screen / compound no.,51,52,53,54,55,56,57
Mdm2 MdmX PPI,15,-20,0,29,14,-29,1
CHOP UPR activ,0.9,-1.1,0.1,-1.2,1.2,1.3,0.1
APJ agonist,-1,-3,-6,-2,-3,-2,-1
UPR XBP1 act,-1,-4,-6,-5,-2,4,2
tim23-1 inh,21,22,24,1,-13,18,15
TIM10 inh,4,4,3,-8,-7,-22,4
CXCR6 inh,-13,3,-4,-6,3,7,-5
APJ antag,-4,-6,2,-11,-37,18,12
tim10-1 inh,18,15,12,-5,-27,11,12

The list is partial. The share of hits here may be higher or lower than overall.
